HIF activator = HIF pathway transcriptional activators, primary screen, cell-based, U2OS HRE-luciferase, luminescence; U2OS HRE-luciferase reporter; normalized: DMSO 0%, desferrioxamine 100%; activation, % at 7.5 µM (by protocol); hit rate 0.32% among 300,000;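 active = mean activation of at least 10% of the iron chelator positive control signal, with at least half of replicates also reaching 10%; inconclusive = mean and replicate majority disagree about reaching 10%; inactive = mean and most replicates under 10%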
TRPC6 inhibitor = mouse TRPC6 channel inhibitors, primary screen, cell-based, HEK293, membrane potential dye; Short transient receptor potential channel 6 (Mus musculus), Q61143; ACh-evoked depolarization; hits give low values; B-score at 10 µM; hit rate 1.1% among 310,000; AID 2553, 2010;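 active = B-score under library mean minus 3 SD, initial fluorescence not abnormally high, positive integrated signal ratio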;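 note: B-score derived from integrated fluorescence ratio over the kinetic read; more negative B-score means stronger inhibition of depolarization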
TRPC4 agonist = activators of mouse TRPC4 channel, primary screen, Fluo4 calcium, HEK293 TRPC4beta/mu-opioid cells. Short transient receptor potential channel 4 (Mus musculus), Q9QUQ5. B-score at 10 µM. Fluo4 calcium fluorescence; hits give high values. AID 2237, 2010. hit rate 0.49% among 310,000;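 active = B-score above 5 SD of library B-scores, and initial fluorescence ratio not above library mean plus 5 SD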;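 note: positive B-score marks a calcium rise read as TRPC4 activation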
Target sequence (Q9QUQ5 whole entry, looked up): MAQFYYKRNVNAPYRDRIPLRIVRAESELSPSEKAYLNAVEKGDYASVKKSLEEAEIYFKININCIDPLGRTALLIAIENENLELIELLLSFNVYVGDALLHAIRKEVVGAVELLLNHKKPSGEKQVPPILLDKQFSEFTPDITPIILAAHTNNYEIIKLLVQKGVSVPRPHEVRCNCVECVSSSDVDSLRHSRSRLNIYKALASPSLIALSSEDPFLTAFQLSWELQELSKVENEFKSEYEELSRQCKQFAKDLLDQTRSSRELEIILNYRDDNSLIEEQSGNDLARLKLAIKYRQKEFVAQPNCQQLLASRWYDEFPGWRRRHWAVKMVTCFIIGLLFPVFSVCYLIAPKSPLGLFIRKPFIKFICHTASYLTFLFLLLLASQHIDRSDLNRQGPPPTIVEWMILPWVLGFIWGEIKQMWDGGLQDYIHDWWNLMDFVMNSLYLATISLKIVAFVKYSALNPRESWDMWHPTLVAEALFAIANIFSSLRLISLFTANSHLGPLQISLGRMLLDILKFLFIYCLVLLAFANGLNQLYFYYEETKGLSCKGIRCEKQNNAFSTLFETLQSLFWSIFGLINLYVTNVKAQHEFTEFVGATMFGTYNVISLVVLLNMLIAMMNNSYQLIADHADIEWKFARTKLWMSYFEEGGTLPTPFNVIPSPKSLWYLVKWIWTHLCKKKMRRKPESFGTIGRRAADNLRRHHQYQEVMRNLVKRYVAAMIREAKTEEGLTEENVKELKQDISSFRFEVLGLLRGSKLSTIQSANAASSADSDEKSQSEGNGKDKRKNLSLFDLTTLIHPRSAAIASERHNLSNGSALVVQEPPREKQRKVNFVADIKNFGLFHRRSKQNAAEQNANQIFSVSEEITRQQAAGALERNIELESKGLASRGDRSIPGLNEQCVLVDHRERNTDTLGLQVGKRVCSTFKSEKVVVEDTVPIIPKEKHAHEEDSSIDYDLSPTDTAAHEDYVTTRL
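Assay system: HEK293 stable line with TRPC4beta plus mu-opioid receptor; schedule: 45 min room-temperature Fluo4 loading, 110 s read; technique: kinetic Fluo4 calcium fluorescence; evaluation: integrated baseline-normalised fluorescence ratio, converted to per-well B score; controls: buffer (low) and maximal DAMGO (high)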
MrgX1 antag = antagonists of human MrgX1 receptor, primary screen, HEK293 cells, Fluo-4 calcium flux; Mas-related G-protein coupled receptor member X1 (Homo sapiens), Q96LB2; BAM8-22 antagonism; hits give low values; B-score at 10 µM; hit rate 1.3% among 310,000;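 active = calcium-response B-score plate-corrected more than 3 library SD below zero, starting fluorescence within 5 deviations, no agonist response on first addition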;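 note: peak minus trough fluorescence over baseline after final BAM8-22 challenge near maximal dose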
TRPC4 block = inhibitors of mouse TRPC4 channel, primary screen, Fluo4 calcium, HEK293 TRPC4beta/mu-opioid cells; DAMGO-evoked Fluo4 calcium flux; hits give low values; AID 2247, 2010; B-score at 10 µM; hit rate 0.39% among 300,000;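 active = B-score over 3 SD under the library average, no early fluorescence shift, positive overall ratio signal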
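material = TRPC4beta/mu-opioid receptor HEK293 cell line | probe or stimulus = sequential submaximal and maximal DAMGO stimulation | compound dosing = one concentration per compound | measured by = Fluo4 Ca2+ flux fluorescence | evaluation = integrated fluorescence ratio relative to baseline, converted to per-well B score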
PolyA inh = polyadenylation inhibitors in yeast reporter cells, primary screen, luminescence, S. cerevisiae | S. cerevisiae SKY197-pL101 polyadenylation reporter, beta-gal luminescence; efflux-impaired pdr1/pdr3 knockout yeast; score 100 = 6 SD above DMSO | calls only at 12 µM | hit rate 0.02% among 300,000;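 active = lowest replicate activity score at least 50, where 100 means six control SD above control mean; inconclusive = lowest score under 50 but half or more replicates reach 50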;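 note: yeast exposed to compound for 9 h at 30 °C; higher score means more reporter readthrough which indicates perturbed polyadenylation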
AI-2 QS mod = Vibrio harveyi AI-2 quorum sensing modulators, primary screen, JMH597 strain, luminescence/OD600 ratio | hit rate 0.4% among 300,000 | Vibrio harveyi JMH597 AI-2 luminescence/OD600 ratio, 9 h; hits give low values; strain lacks LuxN and CqsS sensors; 0 = neutral-control median | activity change, % at 7.5 µM; in the data active = activity change below about -75%, passing the limit was not always enough; inconclusive = no clear call, values can overlap the other calls;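 note: luminescence divided by OD600 gain over 9 h not by final OD600 alone; inactives centre near 13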
MrgX1 agonist = agonists of human MrgX1 receptor, primary screen, HEK293 cells, Fluo-4 calcium flux; Fluo-4 calcium fluorescence, agonist mode; hits give high values; B-score at 10 µM; hit rate 0.44% among 310,000; AID 588627, 2011;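 active = calcium response B-score plate-corrected fluorescence ratio at least 3 library SD, with starting fluorescence B-score inside 5 SD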
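Test system: HEK293 cells stably expressing human MrgX1 receptor; Input: fifteen thousand cells per well; Dosing: compound delivered in addition one of three; Schedule: overnight seeding, then 1 h dark dye loading; Technique: Fluo-4 NW calcium fluorescence; Measure: B-scored fluorescence response ratio; Controls: positive and negative controls per plate.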
MrgX1 PAM = positive allosteric modulators of MrgX1, primary screen, HEK293 cells, Fluo-4 calcium flux. Mas-related G-protein coupled receptor member X1 (Homo sapiens), Q96LB2. AID 588675, 2011. hit rate 0.63% among 310,000. B-score at 10 µM. FDSS; hits give high values;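 active = plate-corrected calcium response at least 3 library SD above typical, normal starting fluorescence, not activating the receptor alone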;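 note: compound read alongside a low EC10 to EC30 dose of BAM8-22 agonist; peak minus trough fluorescence over baseline measured at the second addition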
TRPC4 PAM = positive allosteric modulators of TRPC4, primary screen, cell-based, mouse TRPC4beta, HEK293 mu-opioid, Fluo-4 calcium; B-score at 10 µM; DAMGO EC20, Fluo-4 Ca2+ flux; hits give high values; AID 2227, 2009; hit rate 0.42% among 310,000;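 active = B-score of calcium response area above 5 SD of library B-scores, with initial fluorescence ratio within 5 SD of library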;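 note: B-score of integrated fluorescence ratio over time as area under calcium response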
TRPC6 act = mouse TRPC6 channel activators, primary screen, cell-based, HEK293, membrane potential dye | HEK293-TRPC6 membrane potential dye fluorescence; hits give high values | B-score at 10 µM | hit rate 0.13% among 310,000 | AID 2550, 2010;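 active = B-score of the integrated fluorescence ratio above library mean plus 3 SD, and starting fluorescence ratio within library mean plus 5 SD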;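 note: higher score means more depolarization so channel activation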
* marks the source's active call; other numbers are inactive results; i = inactive; ? = inconclusive; · = not tested or not shown.

SMILES	HIF activator	TRPC6 inhibitor	TRPC4 agonist	MrgX1 antag	TRPC4 block	PolyA inh	AI-2 QS mod	MrgX1 agonist	MrgX1 PAM	TRPC4 PAM	TRPC6 act
COc1ccc(Cn2c(=N)c(C(=O)NCC3CCCO3)cc3c(=O)n4ccccc4nc32)cc1 (configuration not stated)	-0.4	-6.5*	i	i	i	i	22	i	i	i	i
CCN(CC)c1ccc(/C=c2/sc3nnc(-c4ccccc4C)n3c2=O)cc1	-0.5	i	i	i	i	i	1	i	i	i	i
On1c(-c2ccccc2)nc2ccc(Cl)cc21	2.9	i	i	i	i	i	8	i	i	i	i
Cc1nc2ccccc2c(=O)n1NC(=O)CCC(=O)O	-0.2	i	i	i	i	i	10	i	i	i	i
COc1ccc2cc(C(=O)C3CCCN(Cc4cccc(C)n4)C3)ccc2c1 (configuration not stated)	-0.8	i	i	i	i	i	17	i	i	i	i
COc1ccc(CCN(C)CC(O)COc2c(C)ccc(C)c2C)cc1OC (configuration not stated)	-30	i	i	i	i	i	26	i	i	i	i
COc1cccc(N2CCN(C(=S)NCCc3ccccc3)CC2)c1	-0.6	i	i	i	i	i	7	i	i	i	i
O=c1c2cc(N3CCOCC3)ccc2[nH]c(=S)n1CCc1ccccc1	1.1	i	i	i	i	i	4	i	i	i	i
COc1ccc(CCN2C(=S)NC3CC2(C)Oc2ccc([N+](=O)[O-])cc23)cc1OC (configuration not stated)	0.3	i	i	i	i	i	22	i	i	i	i
Cc1ccccc1C(=O)Nc1nnc(CC(=O)N/N=C/c2ccncc2)s1	-0.2	i	i	i	i	i	-1	i	i	i	i
COCCn1nnnc1CN(Cc1cccnc1)Cc1cc2cc(OC)ccc2[nH]c1=O	0.0	i	i	·	i	i	18	·	·	i	i
CCOC(=O)c1cc(C#N)c(Oc2cccc(C(F)(F)F)c2)nc1-c1ccccc1	-0.5	i	i	i	i	i	29	i	i	i	i
CC(=O)NCCc1nc2ccccc2n1Cc1ccc(C)cc1	-0.3	i	i	i	i	i	4	i	i	i	i
CCN1CCN(CCCNC(=O)c2ccc3c(c2)N(Cc2ccccc2)CCS3)CC1	-0.5	i	i	i	i	i	-3	i	i	i	i
COc1cccc(NC(=O)C2C3C=CC4(O3)C2C(=O)N(CCCN2CCCCC2)C4C(=O)NC2CCCCC2)c1 (configuration not stated)	-0.1	i	i	i	i	i	27	i	i	i	i
COc1cc(C(=O)NCC(=O)OCC(=O)Nc2ncc(Cl)cc2Cl)cc(OC)c1OC	0.3	i	i	i	i	i	32	i	i	i	i
CC(C)CC(=O)NC(=S)Nc1nc(-c2ccccc2)cs1	0.1	i	i	i	i	i	-8	i	i	i	i
C=CCOc1ccc(/C=C/C(=O)OCC(=O)N2CCCc3ccccc32)cc1	-11	i	i	-9.5*	i	i	-3	i	i	i	i
Cc1nnc2n1NC(c1ccc(Cl)cc1)C(C(=O)N(C)C1CCCCC1)S2 (configuration not stated)	-0.4	i	i	i	i	i	29	i	i	i	i
COc1cccc(C(=O)N2CCN=C2SCc2cccnc2)c1OC	·	i	i	i	i	i	16	i	i	i	i
COc1ccccc1C1C=C(c2ccc(C)cc2)Nc2nnnn21 (configuration not stated)	1.2	i	i	i	i	i	-12	i	i	i	i
FC(F)(F)c1cccc(Oc2ccc3c(C(F)(F)F)cc(C(F)(F)F)nc3n2)c1	0.3	i	i	i	i	i	9	i	i	i	i
Cn1c(=O)cc(SCC(=O)N2CCCC2)c2cc(Cl)ccc21	-0.3	i	i	i	i	i	30	i	i	i	i
O=C(CNC(=O)c1ccc(F)cc1)NCc1ccc(Cl)cc1	0.3	i	i	i	i	i	3	i	i	i	i
O=C(Nc1ccc(S(=O)(=O)Nc2nccs2)cc1)C1CCCCC1	0.0	i	i	i	i	i	11	i	i	i	i
COc1cc(C(=O)N2C[C@@H]3CCC[C@H]2C3)ccc1OC1CCN(C(C)=O)CC1	0.5	i	i	i	i	i	9	i	i	i	i
Cc1[nH]c2ccccc2c1/C=N/Nc1nc(Nc2ccc(F)cc2)nc(N2CCOCC2)n1	·	i	i	i	i	i	16	i	i	i	i
CCn1c(COc2ccc(C)cc2)nnc1SCC(=O)C(C)(C)C	-0.2	i	i	i	i	i	11	i	i	i	i
COc1ccccc1NC(=O)CSc1ncn(-c2ccccc2)n1	0.3	i	i	i	i	i	10	i	i	i	i
O=C(Cn1cccc1C(=O)c1ccccc1)NCCc1ccc(Cl)cc1	0.5	i	i	i	i	i	13	i	i	i	i
CC(C)C[C@@H](CO)N1CCN(Cc2ccc(Br)cc2)CCC1=O	-1.2	i	i	i	i	i	27	i	i	i	i
CCOC(=O)CN1C(=O)N[C@@H](CCc2ccccc2)[C@H](C(=O)OC)[C@H]1C	-1.3	i	i	i	i	i	3	i	i	i	i
COc1ccccc1NC(=O)CCCNC(=O)Cn1cnc2sc(C)c(C)c2c1=O	0.0	i	i	i	i	i	-60	i	i	i	i
COc1ccc(Cn2c(=O)sc3ccccc32)cc1OC	-0.8	i	i	i	i	i	35	i	i	i	i
O=C(NCc1ccco1)C1(c2ccccc2)CCCC1	-0.3	i	i	i	i	i	2	i	i	i	i
CC1CCc2c(nc3sc4c(c3c2N)CCCC4)C1 (configuration not stated)	1.9	i	i	i	i	i	29	i	i	i	i
CC1=NN(C(=O)c2ccc(Cn3cc(Br)c([N+](=O)[O-])n3)o2)C(O)(C(F)(F)F)C1 (configuration not stated)	-0.4	i	i	i	i	i	5	i	i	i	i
Cc1c(-c2ccc(Cl)cc2)[n+](=O)c2c(n1[O-])CCCC2	-2.5	i	i	i	i	i	30	i	i	i	i
CCC(C)[C@H](NC(=O)Nc1ccc(C(C)=O)cc1)C(=O)OC (some centres not stated)	0.1	i	i	i	i	i	11	i	i	i	i
CCOC(=O)C1CCN(c2ncnc3c2cnn3-c2ccccc2)CC1	0.0	i	i	-5*	i	i	25	i	i	i	i
COc1cccc(C2=NOC(C(=O)Nc3ccccc3SC)C2)c1 (configuration not stated)	0.3	i	i	i	i	i	23	i	i	i	i
Cc1noc(C)c1CSCC(=O)N(CCC(C)C)c1c(N)n(Cc2ccccc2)c(=O)[nH]c1=O	-0.1	i	i	i	i	i	10	i	i	i	i
COc1ccccc1CNC(=O)COC(=O)c1ccccc1SCC(=O)N1CCCC1	0.8	i	i	i	i	i	23	i	i	i	i
Cc1ccc(NC(=O)C(C)N2CCc3ccccc3C2)cc1 (configuration not stated)	-0.2	i	i	i	i	i	11	i	i	i	i
CCOc1ccc(-c2c(=O)n(OCc3ccc([N+](=O)[O-])cc3)c3ccccc3[n+]2[O-])cc1	2.5	i	i	i	i	i	16	i	i	i	i
CCOC(=O)CNC(=O)CSc1nc(N(C)C)nc(N2CCOCC2)n1	0.0	i	i	i	i	i	10	i	i	i	i
N#Cc1ccc(OCC(=O)NCCc2ccc(S(N)(=O)=O)cc2)cc1	0.1	i	i	i	i	i	13	i	i	i	i
Cc1cccc(-n2c(C)nc3cc(C(=O)NCc4ccc5c(c4)OCO5)ccc32)c1	0.2	i	i	i	i	i	-5	i	i	i	i
O=C(O)c1ccc(NC(=O)c2cccc(N3C(=O)C4C5CCC(C5)C4C3=O)c2)cc1 (configuration not stated)	-0.2	i	i	i	i	i	11	i	i	i	i
O=C(Nc1cc(Cl)ccc1-n1cncn1)c1ccc([N+](=O)[O-])s1	0.0	i	i	i	i	i	?	i	i	i	i
C(=N\N1CCN(c2ccccn2)CC1)/c1ccccn1	3.1	i	i	i	i	i	7	i	i	i	i
CCCSc1nc(C)cc(C)c1S(=O)(=O)c1ccccc1C	-0.5	i	i	i	i	i	2	i	i	i	i
C=CCNC(=S)Nc1nc2c(cc1C(=O)OCC)CCCC2	1.3	i	i	i	i	i	8	i	i	i	i
CC1CC(C)CN(S(=O)(=O)c2ccc(NC(=O)C3COc4ccccc4O3)cc2)C1 (configuration not stated)	-0.5	i	i	i	i	i	35	i	i	i	i
O=C(CN1CCN(Cc2ccccc2Cl)CC1)N/N=C/C=C/c1ccccc1[N+](=O)[O-]	-0.2	i	i	i	i	i	37	i	i	i	i
Cc1cc(C(=O)COC(=O)c2ccccc2Br)c(C)n1CC1CCCO1 (configuration not stated)	-3.7	i	i	i	i	i	12	i	i	i	i
Cc1ccc(O)c(-c2cc(C(=O)Nc3ccc(S(=O)(=O)N4CC(C)OC(C)C4)cc3)[nH]n2)c1 (configuration not stated)	-1.0	i	i	i	i	i	26	i	i	i	i
COc1ccc(NC2CC(=O)N(c3ccccc3)C2=O)cc1 (configuration not stated)	1.2	i	i	i	i	i	-6	i	i	i	i
O=C(CN1CCN(Cc2ccccc2)CC1)N/N=C/c1ccc(Br)s1	-0.1	i	i	i	i	i	31	i	i	i	i
COCCN1Cc2cccc(C(=O)NC(C)c3cccs3)c2C1=O (configuration not stated)	-0.4	i	i	i	i	i	10	i	i	i	i
CCOc1ccc(OCCC(=O)NNC(=O)c2cc(C)oc2C)cc1	-0.1	i	i	i	i	i	-1	i	i	i	i

Screening data from PubChem.

An excerpt; rates above refer to the full screens.
